Bioassay records from PubChem BioAssay.
OPRM1-OPRD1 ag: OPRM1-OPRD1 heterodimerization agonism. cells, luminescence. P35372+P41143. hit rate 0.3% among 340,000. AID 504326. activation, % at 9.3 µM; in the data active = activation above about 18%;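 also: 0% = vehicle-treated cells and 100% = reference agonist; values of inactives mirror those of a sister screen read the other way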
Target sequence (P35372 whole entry, looked up): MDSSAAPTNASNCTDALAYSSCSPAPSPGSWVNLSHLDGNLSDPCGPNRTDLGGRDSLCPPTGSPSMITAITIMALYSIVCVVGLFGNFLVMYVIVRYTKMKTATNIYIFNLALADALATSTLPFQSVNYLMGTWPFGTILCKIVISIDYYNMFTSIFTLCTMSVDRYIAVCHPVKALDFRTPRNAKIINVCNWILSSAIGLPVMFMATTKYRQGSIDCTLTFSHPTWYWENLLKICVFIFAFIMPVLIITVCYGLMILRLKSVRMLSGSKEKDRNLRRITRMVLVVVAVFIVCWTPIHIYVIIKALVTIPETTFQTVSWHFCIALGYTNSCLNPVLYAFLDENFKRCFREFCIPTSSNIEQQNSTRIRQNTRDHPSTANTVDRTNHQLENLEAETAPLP
Target sequence (P41143 whole entry, looked up): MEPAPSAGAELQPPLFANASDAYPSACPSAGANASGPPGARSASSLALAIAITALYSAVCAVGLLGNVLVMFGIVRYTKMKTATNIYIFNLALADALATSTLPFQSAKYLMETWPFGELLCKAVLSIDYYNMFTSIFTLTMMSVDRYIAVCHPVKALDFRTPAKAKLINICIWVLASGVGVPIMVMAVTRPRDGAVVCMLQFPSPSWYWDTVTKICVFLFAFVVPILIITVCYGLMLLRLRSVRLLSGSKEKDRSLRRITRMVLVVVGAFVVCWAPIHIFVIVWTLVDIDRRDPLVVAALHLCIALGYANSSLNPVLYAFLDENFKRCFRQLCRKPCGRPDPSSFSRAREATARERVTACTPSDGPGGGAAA
PKA-R2B act: activates the human PKA-R2B holoenzyme complex. P22694+P31323. PKA-R2B holoenzyme dissociation, Cy5-IP20 fluorescence polarization; R2B truncated from residue 108, S112A mutant; 0% DMSO only, 100% 113 µM cGMP. activation, % at 11.4 µM. hit rate 0.079% among 340,000;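 active = activation above a cutoff set at the mean over all compounds plus 3 SD, cut at about 18% in these data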;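 also: higher means more holoenzyme dissociation and a rise in polarization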
DAGLB inhibitor: blocks human DAGLB lipase activity; Q8NCG7; HEK293T DAGLB membrane lysate, EnzChek fluorogenic substrate; inhibition, % at 5.17 µM; hit rate 0.059% among 340,000; AID 504411; in the data active = inhibition above about 34%;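 also: 0% = enzyme with vehicle and 100% = wells lacking enzyme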
Arrestin-AP2 inh: human beta-arrestin and AP2 interaction inhibition; AID 504490; FITC-arrestin peptide / GST-AP2 beads, flow cytometry; AP2 beta2 appendage carries R879A mutation; hit rate 0.31% among 340,000; inhibition, % at 10 µM;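 active = inhibition above a set limit, near 3 SD of compounds lacking own fluorescence, cut at about 54% in these data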;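 also: plate controls were DMSO wells for no effect and 5 µM unlabelled arrestin peptide for full effect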
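system = GST-tagged AP2 beta2-adaptin appendage (R879A) on 4 µm glutathione beads | reagent = FITC-labelled arrestin peptide probe, 50 nM final | schedule = compound with beads 12 min RT, then probe 1 h RT | signal = HyperCyt-sampled flow cytometry, FL1 channel, ex 488/em 535 nm | read-out = percent response from loss of bead-bound FITC fluorescence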
DSG3 Ab inh: inhibitors of pemphigus antibody binding to human desmoglein-3; binding (percent of control), % at 10 µM; AID 588358; DSG3-coupled beads, scFv-anti-DSG3-GFP binding, flow cytometry; hits give low values; hit rate 0.48% among 310,000;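 active = binding more than 3 SD below its plate's average and above zero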;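 also: hits lower antibody fragment binding to DSG3; some compounds called inactive have numbers as strong as hits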
HTR5A ag: activates human HTR5A in OPRM1-OPRD1 agonist counter-screen. hit rate 0.61% among 340,000. activation, % at 9.3 µM. HTR5A agonist assay, luminescence, cell-based. P47898; in the data active = activation mostly above about 9.5%, no sharp cut-off; inactive = mostly below about 7.6%;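 also: 0% = cells with vehicle only and 100% = reference agonist; strong numbers were not always called active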
PKA-R1A act: PKA-R1A complex activation. activation, % at 11.4 µM. P00514+P68181. AID 504707. PKA-R1A dissociation, Cy5-IP20 fluorescence polarization; scaled: DMSO 0%, 113 µM cGMP 100%. hit rate 0.083% among 340,000;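 active = percent activation above the mean of all tested compounds plus 3 SD, cut at about 19% in these data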;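 also: higher means more PKAc released from R1A so a rise in polarization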
MOR-DOR inv ag: mu-delta opioid heterodimer inverse agonism; P35372+P41143; cell-based MOR-DOR heterodimer luminescence; inhibition, % at 9.3 µM; hit rate 0.21% among 340,000; in the data active = inhibition above about 22%, passing the limit was not always enough;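 also: 0% = cells with DMSO and 100% = wells without cells with DMSO; values of inactives mirror those of a sister screen read the other way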
HTR5A inv ctr: counter-screen for OPRM1-OPRD1 inverse agonists: human HTR5A inverse agonism | HTR5A cell line, luminescence | hit rate 0.083% among 340,000 | P47898 | inhibition, % at 9.3 µM; in the data active = inhibition mostly above about 23%, no sharp cut-off; inactive = mostly below about 18%;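 also: 0% = cells with DMSO and 100% = no-cell wells with DMSO; some compounds called inactive have numbers as strong as hits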
V-ATPase pH: yeast V-ATPase proton transport regulation by pHLuorin | S. cerevisiae, pHLuorin cytosolic pH fluorescence | response, % at 10 µM | hit rate 0.37% among 350,000 | AID 504577; in the data active = response mostly above about 7.3%, no sharp cut-off; inactive = mostly below about 5.4%; also: actives read high; inactives centre near 0; some compounds called inactive have numbers as strong as hits; reference of the scale not given here
The depositor's hits bear a star; . = no result given.

1) COc1ccc(-c2nnnn2-c2ccc(F)cc2F)cc1
2) COc1cc2[nH]c3c(=O)n(CCN(C(C)C)C(C)C)cnc3c2cc1OC
3) N#Cc1c(-c2ccccc2Cl)cc(-c2ccccc2)nc1Br
4) CSc1nc(SCC(=O)NC(c2ccccc2)c2ccccc2)c2c3c(sc2n1)CN(C)CC3
5) COc1cc2c(cc1OC)CN(C(=O)c1ccc(S(=O)(=O)N3CCCCC3)cc1)CC2
6) O=C(NC12CC3CC(CC(C3)C1)C2)c1cccnc1
7) Cc1cccc(N2CCN(C(=O)c3c(-c4ccccc4Cl)noc3C)CC2)c1C
8) CC(=O)OC1CCC2C3CCC4=CC(=O)CCC4(C)C3CCC2(C)[C@]1(C)O (some centres not stated)
9) CC(=O)N1CCN(C(C)=O)c2ccccc21
10) CCCCC(CC)C(=O)Nc1ncc([N+](=O)[O-])s1 (configuration not stated)
assay / entry,1,2,3,4,5,6,7,8,9,10
OPRM1-OPRD1 ag,-0.3,-2.9,4.9,-1.3,-1.8,-2.2,-2.0,-1.4,-2.6,12
PKA-R2B act,5,-8,-7,9,3,-14,-1,-1,-15,-6
DAGLB inhibitor,-2,1,-10,-11,2,-1,-7,1,0,0
Arrestin-AP2 inh,10,6,-2,19,-5,-1,-2,2,9,4
DSG3 Ab inh,100,.,104,108,103,98,.,101,115,96
HTR5A ag,-2,-2,8,-2,4,-1,2,-6,0,4
PKA-R1A act,6,-6,1,-3,-12,-8,-2,9,9,-5
MOR-DOR inv ag,1,14,-29,6,8,12,11,7,13,-55
HTR5A inv ctr,-13,-7,-21,-3,11,-5,-7,-8,2,-11
V-ATPase pH,-3,-2,-2,4,-1,6,1,1,1,0

11) O=C(CBr)c1ccc([N+](=O)[O-])c(CS(=O)(=O)c2ccc(Cl)cc2)c1
12) Cc1c(O)ccc2c(=O)c(Oc3ccccc3)coc12
13) O=C(CSc1n[nH]c(-c2cccnc2)n1)Nc1ccc(Br)cc1
14) CC(C)C(=O)NN(C(=O)c1ccccc1)c1ccccc1
15) CCOC(=O)C(=O)Nc1ccc(OCc2ccccc2)cc1
16) COc1ccccc1NC(=O)Cn1nc(Cc2cccnc2)c2ccccc2c1=O
17) CC(C)(C)C(=O)Nc1ccc(C(=O)NNC(=O)Cc2ccccc2)cc1
18) Oc1ccc(-c2ccccc2)cc1CN1CCCCCC1
19) CCOC(=O)N1CCN(c2c(NCc3ccc(Cl)cc3)c(=O)c2=O)CC1
20) O=C1CCN(S(=O)(=O)c2ccccc2)C2CCCCC12 (configuration not stated)
assay / entry,11,12,13,14,15,16,17,18,19,20
OPRM1-OPRD1 ag,1.8,-2.8,3.5,-0.7,-1.2,-2.1,-2.3,-0.3,-1.1,0.0
PKA-R2B act,-6,-3,6,1,-11,-11,-2,2,9,6
DAGLB inhibitor,2,-1,-3,1,0,-2,4,-3,0,1
Arrestin-AP2 inh,-1,-10,22,-2,20,-15,6,-10,-15,19
DSG3 Ab inh,91,95,.,94,97,101,102,106,103,.
HTR5A ag,-2,1,1,4,0,2,-5,2,5,-1
PKA-R1A act,-2,-15,6,-2,4,-3,-4,-5,-3,-4
MOR-DOR inv ag,-9,16,-25,5,5,11,13,1,6,0
HTR5A inv ctr,6,-4,-3,-10,1,-13,-5,-6,-15,-15
V-ATPase pH,1,3,3,-1,3,-6,1,0,3,0

A second format for part of the listing above.
Every second line gives: OPRM1-OPRD1 ag	PKA-R2B act	DAGLB inhibitor	Arrestin-AP2 inh	DSG3 Ab inh	HTR5A ag	PKA-R1A act	MOR-DOR inv ag	HTR5A inv ctr	V-ATPase pH
9: CC(=O)N1CCN(C(C)=O)c2ccccc21
    -2.6	-15	0	9	115	0	9	13	2	1
10: CCCCC(CC)C(=O)Nc1ncc([N+](=O)[O-])s1 (configuration not stated)
    12	-6	0	4	96	4	-5	-55	-11	0
11: O=C(CBr)c1ccc([N+](=O)[O-])c(CS(=O)(=O)c2ccc(Cl)cc2)c1
    1.8	-6	2	-1	91	-2	-2	-9	6	1
12: Cc1c(O)ccc2c(=O)c(Oc3ccccc3)coc12
    -2.8	-3	-1	-10	95	1	-15	16	-4	3
13: O=C(CSc1n[nH]c(-c2cccnc2)n1)Nc1ccc(Br)cc1
    3.5	6	-3	22	.	1	6	-25	-3	3
14: CC(C)C(=O)NN(C(=O)c1ccccc1)c1ccccc1
    -0.7	1	1	-2	94	4	-2	5	-10	-1
15: CCOC(=O)C(=O)Nc1ccc(OCc2ccccc2)cc1
    -1.2	-11	0	20	97	0	4	5	1	3
16: COc1ccccc1NC(=O)Cn1nc(Cc2cccnc2)c2ccccc2c1=O
    -2.1	-11	-2	-15	101	2	-3	11	-13	-6
17: CC(C)(C)C(=O)Nc1ccc(C(=O)NNC(=O)Cc2ccccc2)cc1
    -2.3	-2	4	6	102	-5	-4	13	-5	1

(cont.)
21) COc1ccc(C(=O)NN2CCOCC2)cc1[N+](=O)[O-]
22) COc1ccc(CN(Cc2nc3ccccc3c(=O)[nH]2)C(=O)c2ccco2)cc1
23) OCCN1CCN(c2nc(-c3ccccc3)c3cc(Cl)ccc3n2)CC1
24) Cc1ccc(NC(=O)COC(=O)c2ccc3c(c2)OCCO3)cc1
25) CCOc1ccccc1/C=c1\sc2nc(-c3ccco3)nn2c1=O
26) Cc1ccc(NC(=O)CCCN2C(=S)NC(C)(C)CC2C)cc1 (configuration not stated)
27) Cc1ccc(Cc2c(C)nc3nc(SCC(=O)NCCCN4CCCCC4)nn3c2C)cc1
28) CCN(CC)CCn1c2c(c(SCC(=O)Nc3cc(OC)cc(OC)c3)nc1=O)CCC2
29) Cc1cccc(C(=O)Nc2ccc(S(=O)(=O)N3CCOCC3)cc2)c1[N+](=O)[O-]
30) c1cc(CSc2nnc(-c3ccc4c(c3)OCO4)o2)ccn1
assay / entry,21,22,23,24,25,26,27,28,29,30
OPRM1-OPRD1 ag,-2.8,1.0,0.1,0.0,-2.2,-1.9,-2.9,-2.1,-1.9,0.2
PKA-R2B act,-9,3,-6,7,-5,-12,-15,-6,-11,-10
DAGLB inhibitor,2,1,-5,-4,-1,-1,-4,-2,-2,-2
Arrestin-AP2 inh,-5,9,19,6,-10,27,22,40,0,5
DSG3 Ab inh,89,107,114,92,106,108,99,99,96,99
HTR5A ag,0,-2,-4,5,-1,-5,4,1,2,3
PKA-R1A act,7,-4,-6,-4,-2,-5,-5,-11,-7,-7
MOR-DOR inv ag,15,-8,0,0,10,9,18,11,9,-1
HTR5A inv ctr,1,7,11,-12,19,-1,-12,-2,-9,-8
V-ATPase pH,-6,-2,0,-1,3,-3,-1,7,-3,2

31) O=C(NCCC(=O)N(Cc1ccco1)Cc1cccs1)c1ccc(Br)cc1
32) C=CCOC(=O)C(=O)/C=C/c1csc2ccccc12
33) CCCCNC(C(=O)Nc1cccc(S(=O)(=O)N2CCOCC2)c1)c1ccccc1 (configuration not stated)
34) Cc1cccn2cc(-c3cccc(S(=O)(=O)N4CCCCC4)c3)nc12
35) CCOc1ccc(S(=O)(=O)N2CCN(c3ccc(C)cc3C)CC2)cc1
36) CCOC(=O)NC(=O)COC(=O)c1ccc(Sc2ncn[nH]2)c([N+](=O)[O-])c1
37) CN(C)c1ccc(C(c2nnnn2CCOC(=O)Nc2ccc(Cl)cc2)N2CCOCC2)cc1 (configuration not stated)
38) Cn1c(CNC2CCCCC2)nc2ccccc21
39) COc1ccc(CCNC(=O)COC(=O)Cc2cc(OC)c(OC)c(OC)c2)cc1
40) NC(=O)Nc1ccccc1C(=O)NCCc1ccccc1
assay / entry,31,32,33,34,35,36,37,38,39,40
OPRM1-OPRD1 ag,-1.8,1.5,-1.7,-4.8,-1.7,-0.9,-0.8,-0.5,-2.4,-0.2
PKA-R2B act,5,1,-14,-2,-3,-4,-3,-5,-7,-1
DAGLB inhibitor,-1,2,0,-5,-24,1,-1,-1,0,-2
Arrestin-AP2 inh,-6,9,-11,25,-1,-13,-2,-1,15,4
DSG3 Ab inh,.,99,124,110,148,95,76,90,105,102
HTR5A ag,0,-3,0,-1,0,-2,-2,-6,-4,1
PKA-R1A act,3,1,1,0,11,-2,1,-6,-3,0
MOR-DOR inv ag,8,-8,8,16,9,5,3,2,11,1
HTR5A inv ctr,1,8,0,-9,0,6,2,-10,10,-2
V-ATPase pH,-3,4,0,2,-1,-2,0,0,3,-2

41) Oc1ccc(-c2n[nH]c(=S)n2-c2ccc3c(c2)OCCO3)c(O)c1
42) C=CCn1c(SCC(=O)NCCCC(=O)OCC)nc2scc(-c3ccco3)c2c1=O
43) CC(C)C(=O)NC(=O)[C@@H]1CCCN1C(=O)/C=C/c1ccccc1
44) O=C(O)c1ccc(Cn2cnc3c(=O)[nH]cnc32)cc1
45) N#Cc1nc(-c2ccc(OCc3ccccc3)cc2)oc1NCc1cccnc1
46) Cc1ccccc1NC(=O)Cc1nc(-c2c[nH]c(C(=O)N3CCCC3)c2)cs1
47) COc1ccc(OC)c(NS(=O)(=O)c2ccc(-n3cccn3)cc2)c1
48) Cc1c(C)c2ccc(OCC(=O)NCc3ccccn3)cc2oc1=O
49) C=CCNC(=O)C1CCN(c2cc(C)nc(-c3ccccc3)n2)CC1
50) COc1cc(OC)cc(C(=O)NNC(=O)CNC(=O)c2ccc(Br)o2)c1
51) COc1cccc(Cn2nc(C(=O)O)c3ccccc3c2=O)c1
52) CON(C)C(=O)CC(CNC(=O)OC(C)(C)C)c1ccc(Cl)cc1 (configuration not stated)
assay / entry,41,42,43,44,45,46,47,48,49,50,51,52
OPRM1-OPRD1 ag,1.0,-1.2,-1.4,-1.9,-2.6,3.8,.,-3.7,-1.6,-1.9,0.6,-2.7
PKA-R2B act,-5,-6,4,-3,-6,-1,-2,-8,10,2,6,-1
DAGLB inhibitor,3,3,0,-1,5,0,0,-2,-3,-2,3,-5
Arrestin-AP2 inh,-6,15,7,0,-3,11,.,-5,-2,-7,18,27
DSG3 Ab inh,98,.,95,112,103,105,104,102,101,97,105,99
HTR5A ag,-7,2,2,-3,1,9,.,3,-3,3,2,6
PKA-R1A act,-11,-8,-7,-5,-3,5,-10,5,7,6,-7,10
MOR-DOR inv ag,-5,5,8,10,14,-15,.,19,8,12,-3,15
HTR5A inv ctr,26,-4,-8,13,-3,-18,.,15,6,-10,43,-39
V-ATPase pH,0,-2,-6,-2,0,-3,-3,4,2,-2,4,3
